High-throughput results: PubChem BioAssay, Sanford-Burnham Center for Chemical Genomics
GRIN3A LBD mod – modulators (binders) of human NR3A ligand-binding domain. Tm shift relative to glycine control, % at 25 µM. NR3A LBD differential scanning fluorimetry, Tm shift; 0% = protein alone, 100% = glycine-bound protein. actives 2.5% (n = 340,000). AID 1259313;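 active = melting temperature shift of at least 10% of the positive control shift, at one fixed dose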
NALP3 yeast inh – inhibitors of NALP3 inflammasome in yeast; Yeast reconstituted NLRP3/ASC/caspase-1, beta-gal luminescence, 24 h; inhibition, % at 10 µM; actives 0.39% (n = 330,000); AID 2825;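 active = inhibition of 50% or more; inactive = inhibition below 50%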;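 note: plate controls were induced DMSO wells for no effect and uninduced yeast grown without galactose for full effect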
MIN6 prolif – induces beta-cell replication in MIN6 cells; actives 0.29% (n = 330,000); AID 2380; MIN6 cells proliferation, ATPlite luminescence, 48 h; cells starved in 0.2% serum; 100% = growth in 10% serum; proliferation, % at 10 µM;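 active = compounds whose signal lies at least 3.5 SD above the mean of all wells on their plate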;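 note: 0% = DMSO-treated cells in low-serum medium and 100% = 10% serum control; some compounds called inactive have numbers as strong as hits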
MPTP block – blocks calcium-induced mitochondrial swelling; actives 1.4% (n = 360,000); inhibition, % at 10 µM; isolated mouse mitochondria, Ca2+ swelling absorbance, 30 min; AID 602449;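 active = inhibition of 50% or more, scaled per plate between neutral and stimulator controls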;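 note: 0% = DMSO wells given calcium and 100% = 1 mM EGTA wells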
APJ antagonist – antagonists of human APJ apelin receptor; P35414; CHO-K1 APJ beta-arrestin complementation, luminescence; inhibition, % at 20 µM; actives 0.32% (n = 330,000); AID 2521;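 active = inhibition above about 40% at 20 µM, limit read from the data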;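 note: cells challenged with 10 nM apelin-13 agonist together with compound; plate controls were apelin-13 plus DMSO wells for no effect and DMSO wells lacking apelin-13 for full effect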
Target sequence (P35414 whole entry, looked up): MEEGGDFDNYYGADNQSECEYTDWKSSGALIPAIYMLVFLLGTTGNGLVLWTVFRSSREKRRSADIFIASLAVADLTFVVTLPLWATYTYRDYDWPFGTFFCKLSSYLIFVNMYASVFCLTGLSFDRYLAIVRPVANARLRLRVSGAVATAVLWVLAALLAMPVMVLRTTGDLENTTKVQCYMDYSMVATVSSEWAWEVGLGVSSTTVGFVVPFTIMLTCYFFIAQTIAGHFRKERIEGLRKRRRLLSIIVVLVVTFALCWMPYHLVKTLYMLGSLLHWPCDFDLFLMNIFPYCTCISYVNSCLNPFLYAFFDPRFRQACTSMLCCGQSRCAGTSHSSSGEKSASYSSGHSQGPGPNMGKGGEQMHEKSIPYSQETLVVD
APJ agonist – activates the human apelin receptor APJ | CHO-K1 APJ PathHunter beta-arrestin, luminescence; 0% DMSO wells, 100% apelin | actives 0.11% (n = 330,000) | activation, % at 20 µM | P35414;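 active = activation more than six SD over the plate average, tested at 20 µM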;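 note: 0% = DMSO alone and 100% = apelin-13 at 10 nM; some results filed as inactive read as strong as hits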
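Material: CHO-K1 APJ beta-arrestin complementation cell line; Input: cell density 1000 per well; Incubation: compound stimulation 90 min at 25 °C, detection 60 min; Signal: luminescence from split beta-galactosidase complementation, Galacton Star/Emerald II substrate; Controls: DMSO-only wells as negative, 10 nM Apelin-13 as positive control.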
tim23-1 inh – inhibits growth of tim23-1 mutant yeast. inhibition, % at 20 µM. S. cerevisiae tim23-1 growth, BacTiter-Glo luminescence, 24 h. AID 463212. actives 1.3% (n = 330,000);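 active = growth inhibition of the mutant yeast at or above 50%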;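 note: temperature-sensitive mutant grown at 25 °C; plate controls were DMSO-treated mutant yeast for no effect and medium wells lacking yeast for full effect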
TIM10 inh – inhibits growth of TIM10 yeast strain. AID 463195. inhibition, % at 10 µM. actives 1.4% (n = 330,000). S. cerevisiae TIM10 strain growth, BacTiter-Glo luminescence, 24 h;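 active = inhibition of 40% or more at the single tested concentration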;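 note: wild-type TIM10 isogenic control strain grown at permissive 25 °C; 0% = DMSO yeast wells and 100% = minimal medium wells without yeast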
tim10-1 inh – growth inhibitors of tim10-1 mutant yeast; S. cerevisiae tim10-1 ts strain growth, BacTiter-Glo, 24 h; inhibition, % at 20 µM; actives 2.2% (n = 330,000);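 active = inhibition of at least 40%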;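 note: mutant grown at 25 °C; 0% = DMSO wells with yeast and 100% = wells holding no yeast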
* hit, by the source's call; / = no result given. This is a random part of the collection; 7.2% or so of the library scored in one or more.

SMILES	GRIN3A LBD mod	NALP3 yeast inh	MIN6 prolif	MPTP block	APJ antagonist	APJ agonist	tim23-1 inh	TIM10 inh	tim10-1 inh
CCC(C)Oc1ccccc1C1CC(=O)NC2=C1C(=O)CCC2 (stereo not drawn)	-5	23	1	-0.5	1	-3	20	3	14
O=C(NCCC1=CCCCC1)C1CCCN(S(=O)(=O)c2cnc[nH]2)C1 (stereo not drawn)	-1	3	0	1.0	-4	-3	6	8	-6
O=C(Cn1cnc2c(nnn2Cc2ccc(Cl)cc2)c1=O)N1CCN(c2ccccc2)CC1	-7	11	-4	-1.3	-8	-5	26	-15	-4
O=C(NCCN1CCOCC1)c1cc(-c2cccs2)on1	1	4	1	-1.2	-30	1	19	-12	13
CCOC(=O)c1sc2nc(SCC#N)n(CC3CCCO3)c(=O)c2c1C (stereo not drawn)	2	1	1	-0.8	24	-6	21	-5	14
CC(=O)NCCCOc1ccc([N+](=O)[O-])cc1Cl	10*	10	1	0.5	8	-2	0	-18	4
COc1cc(-c2nc(-c3ccccc3)c(-c3cc([N+](=O)[O-])ccc3C)[nH]2)cc(OC)c1OC	-1	4	-6	3.2	29	-5	-1	-29	1
CCN(CC)c1ccc(/C=N/N2CCN(Cc3ccc(C)cc3)CC2)c(O)c1	0	12	-5	7.4	-16	-4	31	32	30
COC(=O)CSc1ccsc1C(=O)O	-1	13	-1	1.0	-2	-3	-3	4	-5
COC(=O)c1cccc(NC(=O)Nc2ccccc2OC)c1	-2	16	-3	4.3	10	0	16	24	-1
CNC(=O)c1[nH]cnc1C(=O)NCC(=O)OC(C)(C)C	-1	17	-2	0.1	-2	-4	-13	2	-22
Cn1nc(C(=O)NCCc2ccc(Cl)cc2)c2c1-c1ccccc1S(=O)(=O)C2	7	10	3	-0.6	8	-1	-10	-11	12
CN(C)c1nc(=S)nc(NCc2ccccc2)[nH]1	-1	7	-4	1.4	13	0	8	-17	19
CC(C)N1CCN(CC#Cc2ccccc2)CC1CCO (stereo not drawn)	-1	-8	0	-1.3	-7	-4	1	10	12
O=C(Nc1cccc(-c2nnc(-c3ccco3)o2)c1)C(c1ccccc1)c1ccccc1	4	21	-3	4.6	2	-6	7	-1	33
Cc1ccc(NC(=O)c2sccc2C)nc1	-22	13	2	-1.6	1	4	-6	10	-4
O=S1(=O)CCOC[C@H](Cc2ccccc2)N1Cc1ccccc1	-1	4	-3	0.7	4	5	26	1	15
Cc1cccc(C)c1NC(=S)N(CCN1CCCCCC1)Cc1ccco1	-2	13	-3	0.9	24	-5	6	13	6
COc1ccc(/C=C/C(=O)OCC(=O)N2CCCCCC2)c(OC)c1	0	24	6	-0.4	-3	-2	14	-12	-9
COc1ccc(N2CC(C(=O)NCCCN3CCOCC3)CC2=O)cc1 (stereo not drawn)	0	13	-2	7.5	-2	2	13	-9	4
CCCSc1nnc(CSc2ncccn2)n1C	-1	-3	-2	-0.5	6	-1	-1	-6	6
COc1ccc(Br)cc1CNC(=O)C1CCN(S(=O)(=O)N2CCC(C)CC2)CC1	3	-3	0	0.6	-8	0	23	21	18
Cc1nc(Nc2cccc(O)c2)c2c3c(sc2n1)CCC3	0	12	-3	3.5	7	-1	24	-4	16
Cc1ccc(NC(=O)/C=N/OCC(=O)NCc2ccccc2Cl)cc1	1	7	2	1.9	-6	2	4	-22	4
O=[N+]([O-])c1ccc(S(=O)(=O)Nc2ccc(-c3csc(-c4ccccc4)n3)cc2)cc1	/	2	-5	/	15	-5	-113	7	-48
OCCO	0	2	-1	-1.9	-4	-3	-12	5	-8
CCOC(=O)c1[nH]c2cc(OC)c(OC)cc2c1NC(=O)CN1CCN(c2ccc(OC)cc2)C(C)C1 (stereo not drawn)	/	29	-2	/	3	3	4	6	13
NC(=O)c1ccc(CN2CCc3ccccc3C2)cc1	-1	14	2	-0.7	-2	-3	-7	2	6
COc1ccccc1-n1ccnc(SCC(=O)NCc2ccccc2)c1=O	0	8	-1	0.5	16	9	22	10	25
CN(C)CCc1cc2c(c3c1ccc1ccccc13)OCO2	-6	5	-5	4.3	-52	10	8	13	19

Profiles, quoted from the list. Screens in order: GRIN3A LBD mod | NALP3 yeast inh | MIN6 prolif | MPTP block | APJ antagonist | APJ agonist | tim23-1 inh | TIM10 inh | tim10-1 inh
NC(=O)c1ccc(CN2CCc3ccccc3C2)cc1 as listed: -1 | 14 | 2 | -0.7 | -2 | -3 | -7 | 2 | 6
COc1ccc(Br)cc1CNC(=O)C1CCN(S(=O)(=O)N2CCC(C)CC2)CC1 as listed: 3 | -3 | 0 | 0.6 | -8 | 0 | 23 | 21 | 18

The results go on.
SMILES	GRIN3A LBD mod	NALP3 yeast inh	MIN6 prolif	MPTP block	APJ antagonist	APJ agonist	tim23-1 inh	TIM10 inh	tim10-1 inh
CCc1ccccc1NS(=O)(=O)c1ccc2[nH]cc(C(=O)NCC3CCCO3)c(=O)c2c1 (stereo not drawn)	-8	4	-3	-7.0	-10	5	3	8	16
CN(Cc1cn[nH]c1-c1ccc2c(c1)OCO2)C1CCOCC1	0	-1	1	-0.6	3	-4	-3	-3	4
CCc1noc(C)c1C(=O)OC(C)C(=O)Nc1ccc(Cl)cn1 (stereo not drawn)	0	-3	-2	-0.5	-3	0	19	-4	-3
O=C(COc1cccc(C(F)(F)F)c1)Nc1ccccc1N1CCCCC1	5	-8	-4	3.0	2	0	9	2	6
CC(C)CNC(=O)C1CCN(CC2CCCCC2)CC1	3	20	-3	0.0	18	-2	-5	-5	-12
COc1ccc(CNC(=O)CN(C(=O)c2csnn2)c2cccc3c2CCCC3)cc1	1	11	-3	-1.4	-18	0	23	4	29
O=C(CSc1nnc(-c2ccccc2)o1)NC(=O)Cc1ccccc1	-2	20	0	-0.1	9	-1	-8	-10	-16
O=C(CNC(=O)c1cccs1)NCC(=O)OCC(=O)c1ccc([N+](=O)[O-])cc1	2	8	-3	-1.5	-52	0	12	4	7
CN(C)CCCNC(CC(=O)Nc1cccc([N+](=O)[O-])c1)C(=O)O (stereo not drawn)	0	9	1	0.1	5	-3	14	1	-1
Cc1nn(-c2ccccc2)c(C)c1NC(=O)COC(=O)c1ccc(NC(=O)CC#N)cc1	-4	15	6	-0.7	2	-4	1	2	-7

No new results follow: entries from further up.
SMILES	GRIN3A LBD mod	NALP3 yeast inh	MIN6 prolif	MPTP block	APJ antagonist	APJ agonist	tim23-1 inh	TIM10 inh	tim10-1 inh
CN(C)CCCNC(CC(=O)Nc1cccc([N+](=O)[O-])c1)C(=O)O (stereo not drawn)	0	9	1	0.1	5	-3	14	1	-1
Cc1nn(-c2ccccc2)c(C)c1NC(=O)COC(=O)c1ccc(NC(=O)CC#N)cc1	-4	15	6	-0.7	2	-4	1	2	-7

The listing continues.
SMILES	GRIN3A LBD mod	NALP3 yeast inh	MIN6 prolif	MPTP block	APJ antagonist	APJ agonist	tim23-1 inh	TIM10 inh	tim10-1 inh
COc1ccc(NC(=O)c2ccc(-c3ccccc3C(F)(F)F)o2)cc1	-10	23	-4	1.7	1	-3	-5	-7	32
NS(=O)(=O)c1ccc(N/N=C/c2ccncc2)cc1	-35	-4	1	1.0	-25	7	5	9	-17
O=C(NCc1cccnc1)c1ccc2c(c1)OCO2	-5	-15	1	0.5	-4	0	6	2	7
Cc1ccc(SCC(=O)Nc2ccc(N3CCN(C)CC3)c(F)c2)cc1	0	7	-1	-0.6	18	-4	9	0	15
S=c1[nH]ccn1-c1ccc(Cl)cc1	1	-4	1	1.8	-11	1	0	-2	-1
O=C(NCCc1ccccc1)C1=COCCO1	-1	9	-2	-0.1	11	4	10	2	5
O=C(Nc1cc(Cl)ccn1)C1(c2ccccc2)CC1(Cl)Cl (stereo not drawn)	-12	19	-4	10	-1	1	55*	17	32
O=C(O)c1ccc(NC(=S)NC(NC(=O)c2ccco2)C(Cl)(Cl)Cl)cc1 (stereo not drawn)	-1	8	-1	1.2	12	2	4	2	13
N#CCCn1cc(/C=N/NC(=O)c2ccncc2)c(-c2ccc(F)cc2)n1	0	-8	-2	0.6	15	2	-1	8	16
O=C(N/N=C/c1ccc(-c2cccc(C(F)(F)F)c2)o1)c1ccccc1O	20*	9	-6	31	-9	-4	7	9	10
CCN(CC)CCCCN1c2ccccc2Sc2ccccc21	-3	25	-7	-2.2	7	-2	14	12	41*
Clc1nc2ccccc2cc1-c1nnn(-c2ccccc2Br)n1	-3	13	-8	-0.5	0	14	27	18	19
COc1cccc(-c2nc(CS(=O)(=O)CC(=O)Nc3ccccc3Br)c(C)o2)c1	0	7	-5	-2.4	-8	5	8	1	15
O=[N+]([O-])c1ccccc1S(=O)(=O)N1CCN(CC2CC3C=CC2C3)CC1 (stereo not drawn)	1	25	-1	0.6	6	-1	10	9	8
CCCCn1c(N)c(N(CC(C)C)C(=O)CC2CCCCC2)c(=O)[nH]c1=O	1	18	1	0.4	13	2	14	8	5
CC(Sc1nnnn1-c1ccccc1)C(=O)Nc1ccccc1-c1ccccc1 (stereo not drawn)	0	20	0	-1.2	5	-1	18	10	22
CCC(=NNC(=O)c1cccc(S(=O)(=O)N2CCOCC2)c1)c1ccccc1	3	-7	0	-0.5	0	-2	20	2	0
COC(=O)CNC(c1ccccc1)c1cc(C)ccc1NC(=O)CNC(=O)OCc1ccccc1 (stereo not drawn)	2	1	-4	2.3	-7	-8	29	27	24
CCOC(=O)c1cnc2c(cnn2C)c1NCCCn1ccnc1	1	-4	-1	0.1	4	-1	16	-12	2
COc1ccc(OC)c(NC(=O)C(=O)NCCC2=CCCCC2)c1	0	18	1	0.1	-8	-2	20	15	17
CCc1cc2c(NC(C(=O)O)C(C)C)ncnc2s1 (stereo not drawn)	-1	9	0	-0.4	18	0	18	-10	7
COc1cc2c(cc1NC(=O)/C=C/c1ccccc1)oc1ccccc12	20*	20	-3	4.6	12	1	21	14	-21
CC(C)n1cnc2c(N(C)c3cccc(Cl)c3)nc(N(CCO)CCO)nc21	-3	-3	17*	-1.6	3	9	-9	-3	-27
CC(C)(C)c1ccc(OCC(=O)N2CCN(c3ccccn3)CC2)cc1	1	32	-4	-0.7	-9	-4	38	16	22
CC(=O)CC1OC(=O)C(Br)=C1NCc1ccccc1 (stereo not drawn)	-4	2	-4	-0.6	40	-5	13	6	15
COc1ccccc1-c1nnc(SCC(=O)OC(C)C)o1	-14	17	-1	-0.7	3	-3	14	-3	21
CCOC(=O)c1[nH]c(C)c(C(=O)OCC(=O)N(CC)C2CCS(=O)(=O)C2)c1C (stereo not drawn)	0	2	0	-1.5	-6	2	-20	-5	-6
Cc1ccc(S(C)(=O)=O)cc1C(=O)OCC(=O)N1CCCC1=O	3	5	-2	-1.0	21	4	1	2	-7
CCN(CCCNC(=O)C1CCCN(S(=O)(=O)CC)C1)c1cccc(C)c1 (stereo not drawn)	0	22	-1	2.3	-8	-2	11	7	9
CC(C)OC(=O)c1cccc(NC(=O)c2ccccc2)c1	7	35	-5	0.9	1	2	22	10	-6
COc1ccccc1-c1ccc(SCC(=O)N2CCOCC2)nn1	1	-3	-4	-2.4	-1	-2	15	6	2
CCOc1ccc(NC(=O)CSc2nccn2Cc2ccco2)cc1	2	18	2	-0.6	26	-1	29	12	20
Cc1ccc(S(=O)(=O)NCCc2cc3ccc(C)cc3[nH]c2=O)cc1	-1	13	5	-0.1	11	0	18	17	8
CCc1nnc(NC(=O)CCC(=O)NC2CCCCCCC2)s1	1	16	-3	0.2	13	1	6	8	3
O=C(N/N=C/c1ccc(F)cc1)c1cc(-c2ccco2)nc2ccccc12	-4	10	-2	-0.3	19	1	9	18	25
CN(C)c1cccc2c(S(=O)(=O)Nc3ccccn3)cccc12	-1	6	-1	0.7	-18	5	14	18	17
